# Screens deposited in PubChem BioAssay by several laboratories.
# BaF3 tox: counter-screen for JAK2V617F inhibitors: parental Ba/F3 viability inhibitors; inhibition, % at 5.6 µM; actives 1.1% (n = 220,000); CellTiter-Glo ATP luminescence;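 active = inhibition above a per-campaign cutoff, the mean inhibition of all tested compounds plus 3 SD, cut at about 27% in these data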;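 also: 0% = DMSO wells and 100% = JAK Inhibitor I control wells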
# TRPML3 ag: activates the human TRPML3 channel | Q8TDD5 | activation, % at 3 µM | actives 0.29% (n = 220,000) | HEK293 TRPML3-YFP, Fluo-8 calcium fluorescence; 100% = the carbachol control signal;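 active = activation above its plate's cutoff, the mean activation of the plate's test wells plus 3 SD, cut at about 12% in these data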;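 also: 0% = DMSO only wells and 100% = carbachol wells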
# Target sequence (Q8TDD5 whole entry, looked up): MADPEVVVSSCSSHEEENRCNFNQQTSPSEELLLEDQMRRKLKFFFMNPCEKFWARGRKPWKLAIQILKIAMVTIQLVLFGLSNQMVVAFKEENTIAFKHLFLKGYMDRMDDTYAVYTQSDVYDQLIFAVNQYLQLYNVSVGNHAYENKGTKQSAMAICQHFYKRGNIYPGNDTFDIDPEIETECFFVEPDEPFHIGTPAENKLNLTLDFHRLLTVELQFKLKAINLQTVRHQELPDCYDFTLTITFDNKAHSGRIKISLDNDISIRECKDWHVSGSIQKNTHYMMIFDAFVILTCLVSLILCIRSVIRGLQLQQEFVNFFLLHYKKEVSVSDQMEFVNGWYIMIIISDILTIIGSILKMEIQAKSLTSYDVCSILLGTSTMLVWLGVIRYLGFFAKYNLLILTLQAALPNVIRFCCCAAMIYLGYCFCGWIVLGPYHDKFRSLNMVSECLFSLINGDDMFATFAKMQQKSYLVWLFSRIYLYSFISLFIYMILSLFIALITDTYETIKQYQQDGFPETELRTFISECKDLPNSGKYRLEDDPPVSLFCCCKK
#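 Material: HEK293 cells stably carrying human TRPML3-YFP; compound dosing: single dose, 3 µM final nominal compound, 0.3% DMSO final; incubation: 1-h 37 °C dye load, 5-s basal, 120-s post-compound reads; technique: Fluo-8 intracellular calcium fluorescence, excitation 470-495 nm, emission 515-575 nm; read-out basis: percent activation from peak-to-basal fluorescence ratio, scaled between DMSO and carbachol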
# Ba/F3 V617F tox: lowers viability of Ba/F3 cells expressing EpoR and JAK2V617F | ATP luminescence | inhibition, % at 5.6 µM | actives 1.1% (n = 220,000);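 active = inhibition above the campaign mean plus 3 SD over all tested compounds, cut at about 24% in these data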;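 also: cytokine-independent growth of Ba/F3 cells driven by EpoR plus mutant JAK2; 0% = DMSO-treated cells and 100% = JAK inhibitor I control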
# CHOP inh: CHOP inhibition in unfolded protein response; CHO-K1 CHOP-promoter luciferase, tunicamycin-induced, 15-18 h; inhibition, % at 10 µM; actives 3.8% (n = 220,000);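 active = compounds that reduced the stress-induced luciferase reporter signal by more than about 70% of percent inhibition, limit read from the data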;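 also: 0% = tunicamycin plus vehicle and 100% = wells without tunicamycin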
# PPC-1+TRAIL kill: kills PPC-1 cancer cells in the presence of TRAIL. PPC-1 cells + TRAIL, ATPLite viability luminescence. cell killing (% activity), % at 4 µM. actives 0.41% (n = 220,000);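 active = cell killing above 50% in the first pass at 4 µM, then a duplicate retest at 5 µM averaging 50% or more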;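 also: plate controls were cells with TRAIL plus DMSO for no effect and medium-only wells lacking cells for full effect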
# TNF necrop inh: blocks TNF-alpha induced death of Jurkat FADD-/- cells; actives 0.068% (n = 220,000); AID 463075; Jurkat FADD-/- TNF necroptosis rescue, ATP luminescence, 24 h; 0 = TNF only, 100 = no-TNF cells; activation (protection from cell death), % at 10 µM;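 active = activation, meaning protection from cell death, of at least 50% relative to plate controls; inactive = activation below 50%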;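 also: necroptosis triggered by 40 ng/mL TNF-alpha added together with compound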
# TRPN1 ag: agonists of zebrafish TRPN1 channel. HEK293 zebrafish TRPN1-YFP, Fluo-8 calcium fluorescence; 100% = response to 87 µM carbachol. activation, % at 3 µM. actives 0.18% (n = 220,000). AID 1424;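 active = activation above its plate's cutoff, the mean activation of test wells on that plate plus 3 SD, cut at about 19% in these data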;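 also: 0% = DMSO alone and 100% = 87 µM carbachol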
#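 Material: zebrafish TRPN1-YFP in HEK293 cells; Doses: single test compound dose, 3 µM nominal, 0.3% DMSO; Timing: dye loading 1 h at 37 °C, then 30 min room temperature; Technique: intracellular calcium fluorescence with Fluo-8; Benchmarks: high carbachol 87 µM, low DMSO alone.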
# Wee1 stabilizer: blocks degradation of human Wee1 kinase; P30291; HeLa Luc-Wee1K328M stability, luciferase luminescence; 100% = proteasome inhibitor MG132 effect; reporter increase, % at 5 µM; actives 1.2% (n = 220,000);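 active = activation above the mean of all tested compounds plus 3 SD, set per screening run, cut at about 8.8% in these data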;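 also: cells exposed to compound for 20 h before luminescence read; 0% = DMSO alone and 100% = MG132 at 30 µM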
# RBBP9 inhibitor: human RBBP9 hydrolase inhibition; recombinant RBBP9, FP-Rh probe fluorescence polarization; O75884; inhibition, % at 7.94 µM; actives 0.2% (n = 220,000);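 active = inhibition above the campaign mean of all tested compounds plus 3 SD, cut at about 14% in these data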;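 also: plate controls were DMSO wells with RBBP9 for no effect and wells lacking RBBP9 protein for full effect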
# Target sequence (O75884 whole entry, looked up): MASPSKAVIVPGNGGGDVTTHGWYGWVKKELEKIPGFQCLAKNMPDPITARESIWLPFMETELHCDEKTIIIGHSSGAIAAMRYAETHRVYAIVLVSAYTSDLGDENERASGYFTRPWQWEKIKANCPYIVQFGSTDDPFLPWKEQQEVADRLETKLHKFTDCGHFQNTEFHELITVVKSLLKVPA
#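 System: RBBP9 protein / Buffer or medium: Tris/NaCl buffer pH 8.0 with 0.1% Pluronic / Probe or stimulus: Serine-hydrolase probe FP-Rh, 375 nM pre-mixing / Dosing: 7.94 µM single dose, 0.794% DMSO / Times: enzyme-compound preincubation 30 min, then probe labeling 45 min, 25 °C / Technique: fluorescence polarization (mP), excitation 525 nm, emission 598 nm / Replication: singlicate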
# Starred values were filed as active, the others as inactive; . = no result given; [ ] = dose if it differs, or a comment.
SMILES,BaF3 tox,TRPML3 ag,Ba/F3 V617F tox,CHOP inh,PPC-1+TRAIL kill,TNF necrop inh,TRPN1 ag,Wee1 stabilizer,RBBP9 inhibitor
N/C(=N\OC(=O)c1ccccc1Cl)c1ccccc1,2.1,0.4,-3.9,44.7,32.8,-3.0,2.0,-0.8,-1.4
O=C(Nc1ccc(C(F)(F)F)cc1)N1CCN(c2ccnc3cc(Cl)ccc23)CC1,2.5,-0.4,6.9,48.3,-6.5,6.4,-0.3,-1.0,-20.5
COc1ccc(C(=O)CCC(C)(C)[N+](=O)[O-])cc1,6.8,0.9,-1.4,2.8,-5.6,1.3,-0.2,-3.2,-11.9
CCCOc1cc(C)c(S(=O)(=O)NCCOC)cc1C,4.1,0.4,-0.3,7.1,10.3,-1.7,-1.3,0.7,-6.8
Cc1ccc(NC(=O)CCC(=O)N/N=C/c2cccs2)cc1,6.4,0.1,-0.8,8.9,.,0.1,0.5,0.2,1.8
C1CCN=C(Nc2nc3c(s2)CCCC3)CC1,-2.2,-0.1,0.2,6.6,1.2,-1.0,0.8,-2.0,-2.7
Cc1ccc(N2CN(CCC3=CCCCC3)CNC2=S)cc1,1.6,0.2,-4.1,15.2,-6.9,-0.4,0.1,-2.5,-5.8
COc1ccccc1NC(=S)N1CCN(c2nc(-c3ccccc3)cs2)CC1,5.4,0.6,-3.7,33.6,-1.0,0.6,-0.8,0.3,3.7
CCOC(=O)Cc1csc(NC(=O)c2ccc(C)o2)n1,2.6,1.2,-1.5,-17.6,16.6,-1.4,2.4,2.3,-5.8
Cc1nc2ccccn2c1C(=O)CSc1ccccc1,4.1,2.0,1.6,32.8,1.9,-0.7,0.4,2.5,-4.1
CCCCNC(=S)NNC(=O)c1nn(C)c(C)c1Cl,1.9,0.9,-2.2,1.3,14.9,-2.0,0.6,2.0,5.7
O=C(COC(=O)c1ccc2c(c1)S(=O)(=O)N=C1CCCCCN12)NCCc1ccc(F)cc1,-3.7,0.2,-4.1,-24.7,-1.7,0.3,-0.2,-1.6,-3.5
CC(C)Nc1nnc(Sc2ccc(Cl)cc2[N+](=O)[O-])s1,7.7,1.3,-1.4,27.5,10.2,-0.1,1.5,0.9,-9.2
COc1ccc(CC(=O)NCCc2ccc(Cl)cc2Cl)cc1,6.9,-0.9,0.4,5.7,-12.8,-0.1,-2.9,4.8,-8.8
CCCC1=NN(C(=O)C(=O)Nc2ccc(Br)cc2)C(O)(C(F)(F)F)C1 (stereo not given),0.4,0.1,-3.2,8.8,.,-0.8,0.7,2.5,0.3
CN(CCOc1ccc(-c2ccn(S(=O)(=O)c3ccc(Cl)cc3)n2)cc1)c1ccccn1,10.9,1.6,-2.4,25.5,11.0,-19.7,0.8,-0.2,-0.8
C=CCNC(=O)Nc1ccc(F)cc1F,1.7,0.3,-6.0,2.0,2.1,2.7,0.2,-2.6,-5.7
COc1cccc(Cl)c1NC(=O)N1CCN(c2cc(C)nc3ccccc23)CC1,5.2,-1.0,4.5,16.6,14.9,-1.2,-3.0,4.3,-11.4
COc1cccc(C2C3=C(CC(C)(C)CC3=O)Nc3cc(OC)c(OC)cc32)c1 (stereo not given),0.8,-0.3,-3.1,2.1,3.6,4.1,-2.6,0.9,-3.7
CCC1CCCCN1C(=O)CCn1ccnc1 (stereo not given),1.0,0.1,-2.7,13.4,4.2,-0.6,-1.1,-2.4,-2.3

# Structures shown so far that contain a CF3 group:
SMILES,BaF3 tox,TRPML3 ag,Ba/F3 V617F tox,CHOP inh,PPC-1+TRAIL kill,TNF necrop inh,TRPN1 ag,Wee1 stabilizer,RBBP9 inhibitor
O=C(Nc1ccc(C(F)(F)F)cc1)N1CCN(c2ccnc3cc(Cl)ccc23)CC1,2.5,-0.4,6.9,48.3,-6.5,6.4,-0.3,-1.0,-20.5
CCCC1=NN(C(=O)C(=O)Nc2ccc(Br)cc2)C(O)(C(F)(F)F)C1 (stereo not given),0.4,0.1,-3.2,8.8,.,-0.8,0.7,2.5,0.3

# Carrying on:
SMILES,BaF3 tox,TRPML3 ag,Ba/F3 V617F tox,CHOP inh,PPC-1+TRAIL kill,TNF necrop inh,TRPN1 ag,Wee1 stabilizer,RBBP9 inhibitor
CCCC1CC(c2csc(N)n2)CCO1 (stereo not given),2.0,0.2,-1.2,-8.3,-2.4,-5.5,0.6,-2.1,-11.7
CC(C)(C)C1(O)CC(C(F)(F)F)=NN1C(=O)CCCc1ccccc1 (stereo not given),2.5,0.3,-2.1,88.3*,11.3,-0.3,-3.0,-1.6,-3.8
CCOC(=O)C1=C(C)OC(N)=C(C#N)C1c1ccccc1 (stereo not given),4.4,0.3,-2.2,-2.6,29.5,0.3,-0.1,0.1,3.0
O=C(NCc1ccccn1)c1cn(Cc2ccccc2)nn1,5.6,0.7,-0.2,-19.6,7.4,1.0,1.7,0.1,3.6
Cc1ccc2nc3c(cc2c1)c(NS(=O)(=O)c1ccccc1)nn3CC(C)C,3.6,0.5,5.9,25.4,17.4,-1.0,2.2,2.9,-5.3
CCCC(c1nnnn1Cc1cccs1)N1CCN(c2nc3ccccc3s2)CC1 (stereo not given),2.5,3.3,-2.0,49.3,16.8,1.5,-1.4,1.7,-2.8
NNC(=O)CCc1nc2ccc(O)cc2[nH]1,4.2,-1.6,5.8,-3.0,29.0,0.2,-1.0,2.4,-4.6
Cc1ccc(NS(=O)(=O)c2ccc(Cl)c(C(=O)Nc3ccccc3-c3nc4ccccc4[nH]3)c2)cc1C,5.8,0.8,0.1,51.4,5.7,-0.3,1.1,0.9,-22.1
Cc1ccc(NC(=O)NC(=O)N(C2CCCCC2)S(=O)(=O)c2ccccc2)cc1,3.4,0.9,-2.8,84.0*,37.5,3.2,0.0,0.8,1.5
CCN1CCN(C(=O)c2sc3ncnc(N4CCc5ccccc5C4)c3c2C)CC1,3.4,1.3,2.2,11.6,6.2,-0.6,1.0,3.6,-12.1
CCC/C(=N/NC(=O)c1ccc2c(c1)OCO2)c1cccs1,1.5,1.0,-3.3,-6.4,24.2,-0.3,0.9,-1.3,-6.5
Oc1[nH]c2ccccc2c1N=NC(=S)N1CCOCC1,58.8*,0.2,54.5*,4.0,8.2,-17.7,0.3,-0.5,-2.9
COc1cc(CN2CCCC(CO)(Cc3cccc(Cl)c3)C2)cc2c1OCO2 (stereo not given),3.7,0.7,1.2,28.0,7.5,2.6,-0.7,-0.4,-4.7
CC(C)OC(=O)NCCOC(=O)Nc1ccc(Cl)cc1,6.5,0.3,-0.2,-2.0,-8.7,1.8,0.6,4.5,-9.1
N#Cc1c(-c2ccccc2)cc2nc3ccccc3n2c1N,-1.0,0.0,-3.7,21.2,10.8,1.6,-0.7,-0.9,-4.6
Cc1ccccc1NC1=C(Cl)C(=O)OC1NC(=O)c1ccccc1 (stereo not given),3.1,-0.4,-4.0,6.1,7.1,0.1,-1.0,-2.3,5.5
COC(=O)Nc1nnc(-c2ccco2)s1,-0.2,1.0,-6.7,0.2,10.3,4.8,2.1,-0.6,-8.8
CN1CCN(C(=O)CNc2ccc(C(F)(F)F)cc2[N+](=O)[O-])CC1,6.7,2.0,3.0,-5.3,-20.1,2.2,0.8,5.7,1.2
C[C@@H]1C(=O)O[C@@H]2[C@H](O)C34[C@H]5C[C@@H](C(C)(C)C)C36[C@H](OC(=O)[C@@H]6O)OC4(C(=O)O5)[C@@]12O (stereo not given in full),5.2,1.4,0.0,-4.1,14.8,1.7,-0.6,-3.9,-11.3
CCCCN1CNC(=S)N(CCc2ccccc2)C1,2.3,-0.5,-1.3,-1.1,8.5,1.0,0.4,11.9*,-7.2
C=CCN(CC=C)C(=O)COC(=O)c1n[nH]c2ccccc12,5.5,1.4,1.4,8.0,-4.3,0.5,-0.7,-1.4,-4.6
NCCOc1ccccc1-c1ccccc1,4.2,0.3,-0.5,13.6,-6.7,-9.1,2.2,5.4,7.1
CC(=O)Nc1ccccc1NC(=O)c1cc(C)ccc1C,1.8,0.3,0.2,19.4,11.1,0.9,-0.2,5.2,-1.9
CCCCOc1ccc(C2=NNC(=O)CC2)cc1,4.0,0.1,-2.0,14.5,-6.4,0.6,-0.2,2.5,-4.1
NNC(=O)CCn1nnc2ccccc21,3.9,-1.0,-3.2,12.0,-0.1,0.8,-1.9,6.4,7.2
O=C(CNC(=O)c1ccc2c(c1)OCCO2)N/N=C/c1ccc(Cl)cc1,5.0,0.1,-0.4,33.9,11.8,0.2,-0.7,-1.9,-6.7
O=C(c1ccccc1)C1CCN(C(=O)c2cccs2)CC1,0.2,0.9,-4.4,20.3,4.7,1.1,0.4,-2.4,0.2
COCCn1c(SCC(=O)NCc2ccccc2)nnc1-c1ccco1,3.5,0.8,-2.0,-4.1,14.4,-1.6,0.6,1.0,-10.3
O=C(Nc1ccccc1N1CCCCC1)c1ncoc1-c1cccc(F)c1,-9.9,0.8,-5.2,32.9,1.8,3.2,1.0,1.0,4.2
CN(C(=O)c1ccc2c(c1)OCO2)C1(C(=O)NC2CCCC2)CCCCC1,7.8,-0.2,-0.4,-14.6,5.9[5 µM],-0.5,-2.3,-1.6,-4.8
CCOC(=O)CN1CC23C=CC(O2)C(C(=O)NCCc2ccccc2)C3C1=O (stereo not given),8.6,0.2,2.2,12.9,3.6,-0.1,0.6,-1.5,-2.6
CCC(=O)Nc1nnc(SCC(=O)NCCc2ccc(OC)c(OC)c2)s1,-0.7,1.1,-2.1,10.6,-6.7,0.4,0.4,-2.4,-1.6
O=C(Nc1ccc2c(c1)OCO2)c1sc2cc(Cl)ccc2c1Cl,6.4,0.3,3.2,-29.6,4.8,1.8,-0.4,2.0,-5.5
CC(=O)Nc1ccc(OC(=O)c2cc3cc(Br)cc(Br)c3oc2=O)cc1,7.0,1.1,-1.9,19.7,7.7,1.2,0.0,1.2,-2.3
COc1ccccc1NC(=O)c1cc(C)nc2ccccc12,0.4,0.2,-3.5,-0.1,11.2,0.4,-0.5,-0.6,-2.3
N=c1c2c3c(sc2ncn1CCCO)CCCC3,2.0,0.9,-0.2,-0.6,10.5,1.3,0.8,1.7,7.9
Cc1cc(C)cc(OCC(=O)NN2C(=O)c3ccccc3C2=O)c1,1.8,-0.1,0.1,28.1,4.0,0.9,0.1,-2.5,-1.6
CCc1cc(C(=O)c2ccc(OC)cc2)c(NC(=O)CN2CCCC2)s1,6.6,-0.1,-2.5,10.3,14.6,1.2,0.3,-0.1,-9.5
N#CC1=C(N)OC2=C(C(=O)CC(c3ccccc3)C2)C1c1cccnc1 (stereo not given),5.1,-0.7,-1.2,-5.3,16.3,1.6,-1.1,-0.3,3.6
CCCn1nnc(NC(=S)NC(=O)c2ccc(-c3ccc(Br)cc3)o2)n1,-0.6,0.3,-1.4,-26.1,8.1,-3.5,0.5,2.2,-10.8
